Assay outcomes: PubChem, several laboratories
T cell modulator = T cell immune modulators affecting CD8 T cell-vesicle binding; 2C CD8+ T cell-vesicle binding, flow cytometry; active compounds read low; calls only at 7 µM; hit rate 0.068% among 330,000;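 active means response, share of CD8 T cells binding vesicles, and their 90th percentile fluorescence all below set limits, cut at about 80% in these data, passing the limit was not always enough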
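Benchmarks: naked versus QL9-loaded vesicles / Assay system: purified 2C TCR transgenic mouse naive CD8+ T cells / Technique: high-throughput flow cytometry with anti-B7-1 and anti-CD8 staining / Timing: Cell–vesicle co-incubation 1.5 h at 37 °C, staining 20 min on ice / Read-out: percent CD8+ FL2 mean versus row control / Probe or stimulus: QL9-loaded Drosophila micro-vesicles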
b-catenin transl = modulators of beta-catenin nuclear translocation. HeLa beta-catenin nuclear translocation, immunofluorescence imaging. nuclear translocation activity, % at 5 µM. hit rate 0.3% among 190,000. AID 1665;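 active means nuclear translocation activity above 50% at 5 µM, with a well cell count of 50 or more; inconclusive means wells under 50 cells across six images, flagged as toxic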;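 further: per-cell ratio of nuclear to cytoplasmic median beta-catenin stain intensity; plate controls were DMSO negative control for no effect and GSK-3 inhibitor IX positive control for full effect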
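Assay system: human HeLa cells, native beta-catenin; doses: 5 µM primary, 0.02–20 µM confirmation; incubation: compound treatment 24 h, 37°C, 5% CO2; technique: fluorescence imaging of beta-catenin antibody stain plus DAPI; measure: % activation, nuclear-to-cytoplasmic median beta-catenin signal ratio per cell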
MgcRacGAP inhibition = MgcRacGAP GTPase-activating activity inhibitors, confirmation, biochemical, ADP Hunter fluorescence; MgcRacGAP-stimulated Rac1 GTP hydrolysis, ADP Hunter fluorescence; higher % means a stronger effect; GST-tagged Rac1 F28L mutant substrate; one-dose inhibition, % at 30 µM; IC50 in µM for titrated hits; hit rate 0.6% among 340,000; AID 624330;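 active means first-screen hits whose inhibition reached a set limit at any dose in the follow-up dose series; inconclusive means inhibition above the set first-screen limit but never retested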;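 further: fluorescence reports GDP produced by GAP-driven GTP hydrolysis; strong numbers were not always called active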
West Nile antiviral = West Nile virus antiviral activity, cell-based, CPE readout (AID 1621). hit rate 0.02% among 290,000. one-dose CPE inhibition, % at 10 µM; IC50 in µM for titrated hits. West Nile virus-infected cells, CPE inhibition; higher % means a stronger effect; in the data active means a potency from the dose series; inconclusive means CPE inhibition mostly from about 3.7% at the one dose, without a potency; inactive means the rest, 99 in 100 with CPE inhibition below about 2.2%; further: strong numbers were not always called active
Myeloid diff MLP = promotes myeloid progenitor differentiation; ER-HoxA9 myeloid progenitors, lysozyme-GFP differentiation, flow cytometry; calls only at 10 µM; hit rate 1% among 360,000; AID 624256;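 active means normalized GFP-positive differentiation at or above the plate's own cutoff, the solvent-only control mean plus 3 SD; inconclusive means no clear call, values can overlap the other calls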;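 further: cells exposed to compound for four days before flow analysis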
WT yeast gro inh = growth inhibition of WT yeast, mitochondrial fusion screen; mitochondrial fusion phenotypic screen, WT strain; inhibition, % at 10 µM; hit rate 2.1% among 190,000; AID 1362; in the data active means inhibition above about 58%; tested in S. cerevisiae
RSV antiviral HEp-2 = inhibition of RSV-induced cytopathic effect – HEp-2 cells, primary 10 µM value included (AID 2391); HEp-2 cells, RSV-induced CPE inhibition; higher % means a stronger effect; CPE inhibition, % at 10 µM; hits with a dose series show IC50 in µM; hit rate 0.13% among 310,000; in the data active means a potency from the dose series; inconclusive means CPE inhibition mostly from about 23% at the one dose, without a potency; inactive means the rest, 99 in 100 with CPE inhibition below about 21%; further: strong numbers were not always called active
Salmonella PhoP GFP = PhoP-dependent GFP reporter repression – Salmonella Typhimurium, primary screen (AID 1863); S. Typhimurium PhoP-regulated promoter GFP reporter, 4 h; higher % means a stronger effect; inhibition, % at 50 µM, or IC50 in µM where a hit was titrated; hit rate 0.16% among 300,000;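 active means inhibition over 29.93%, a cutoff 3 SD above the screen mean, later confirmed by dose response; inconclusive means inhibition over 29.93% but no dose response follow-up; inactive means inhibition at most 29.93% or unconfirmed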;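 further: 0% = low Mg2+ inducing control and 100% = high Mg2+ repressing control; strong numbers were not always called active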
Large T inhibition = TAg ATPase/helicase activity blockers – biochemical (AID 1903) | SV40 large T antigen ATPase/helicase inhibition assay; higher % means a stronger effect | inhibition, % at 20 µM; hits with a dose series show IC50 in µM | hit rate 0.39% among 310,000; in the data active means a potency from the dose series; inconclusive means inhibition mostly from about 32% at the one dose, without a potency; inactive means the rest, 99 in 100 with inhibition below about 32%; further: strong numbers were not always called active
WT yeast gro inh mutant strain = recorded beside WT yeast gro inh, whose call it bears; inhibition, %; mitochondrial fusion phenotypic screen, mutant strain inhibition
b-catenin transl cell count 5 µM = recorded beside b-catenin transl, whose call it bears; cell count; measured here: cell count, cytotoxicity flag
T cell modulator vesicle-bound % = recorded beside T cell modulator, whose call it bears; double positive events, %; measured here: CD8+ vesicle-bound cell fraction;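 binding gate set so that unloaded-vesicle control wells show 10% double positive cells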
Myeloid diff MLP GFP+ MAC1+ % = further read-out of Myeloid diff MLP, marked with its call; GFP+ MAC1+ double positive, %; measured here: differentiation confirmed by MAC1 staining
The depositor's hits bear a star; i = inactive; ? = inconclusive; / = no result given; & = joins results of further samples. Outcome played no part in choosing rows; any-hit rate near 3.6%.

SMILES	T cell modulator	T cell modulator vesicle-bound %	b-catenin transl	b-catenin transl cell count 5 µM	MgcRacGAP inhibition	West Nile antiviral	Myeloid diff MLP	Myeloid diff MLP GFP+ MAC1+ %	WT yeast gro inh	WT yeast gro inh mutant strain	RSV antiviral HEp-2	Salmonella PhoP GFP	Large T inhibition
CC1(C)C2CCC1(C)C(OC(=O)C[n+]1ccccc1N)C2 (centres undefined)	i	23	-0.4	1319	-2%	0.3%	i	0.3	/	/	1.1%	-12%	8%
CCn1nc2cc(C(=O)NCC34CC5CC(CC(C5)C3)C4)ccc2c1OC	i	32	-1.5	1210	9%	-0.1%	i	1.2	-24	4	-0.9%	-2%	4%
N#Cc1nc(COc2ccccc2)oc1NCCCn1ccnc1	i	28	/	/	-7%	/	i	0.9	8	8	0.0%	13%	6%
CCOC(=O)c1ccc(N2C(=O)CC(N3CCN(Cc4ccccc4)CC3)C2=O)cc1 (centres undefined)	i	20	-5.2	958	11%	0.4%	i	0.7	4	3	-0.5%	15%	5%
CCOC(=O)c1c(NC(=O)CN2C(=O)NC3(CCCCC3)C2=O)sc(C)c1-c1ccc(C)cc1	i	35	-0.5	1055	-6%	-0.3%	i	1.1	-8	3	3.4%	-5%	14%
O=C(COC(=O)c1ccccc1Br)Nc1ccc2[nH]c(=O)[nH]c2c1	i	28	/	/	4%	/	i	0.3	/	/	?	-5%	15%
Cc1cc2[nH]c(=O)c(=O)[nH]c2cc1S(=O)(=O)N1CCC(C)CC1	i	25	/	/	4%	0.1%	i	0.7	/	/	1.6%	/	/
COc1ccc(OC)c(NC(=O)c2cccc(S(=O)(=O)N(Cc3ccccc3)c3ccccc3OC)c2)c1	i	54	1.1	1103	2%	0.2%	i	1.0	11	15	2.4%	17%	9%
O=C(OCC1CC(c2ccccc2)=NO1)c1ccc(Cl)cc1 (centres undefined)	i	10	2.5	1353	4%	0.7%	i	1.7	-12	19	-1.9%	7%	3%
Cc1ccc(C(=O)Nc2cccc(C(F)(F)F)c2)cc1NC(=O)c1cnnc2ccccc12	i	25	-1.3	1376	13%&7%	-0.3%	?	/	/	/	1.2%	-4%	8%
CC(C)c1ccc(C(C)NCCS(=O)(=O)c2ccc(Cl)cc2)cc1 (centres undefined)	i	3	/	/	10%	-1.0%	i	1.1	/	/	3.0%	8%	17%
CCOP(=O)(OCC)C(NC(=O)Nc1cccc(Cl)c1)c1ccccc1 (centres undefined)	i	52	-1.7	613	-6%	0.0%	i	0.9	-1	-10	1.9%	3%	20%
COc1cc(OC)cc(C(=O)Nc2ncc3c(n2)CC(C)CC3=O)c1 (centres undefined)	i	65	-0.1	958	0%	1.0%	i	3.2	/	/	3.1%	/	/
CN(Cc1ccon1)C(=O)CC1C(=O)NCCN1CC(C)(C)C (centres undefined)	i	30	0.3	1479	-2%	-0.4%	i	0.2	6	-4	0.9%	4%	26%
CC1=C[C@H](C)[C@H](c2c(F)cccc2Cl)CC1=O	i	21	/	/	1%	0.5%	i	0.6	/	/	2.8%	-5%	8%
O=C(Nc1cccc([N+](=O)[O-])c1)ONC1=NCCCCC1	i	48	-0.4	1274	-3%	0.2%	i	0.3	/	/	0.4%	-3%	14%
O=C(Cn1c(-c2ccccc2)c[n+]2ccsc12)c1ccc([N+](=O)[O-])cc1	i	59	0.0	1100	8%	0.0%	i	0.3	-5	10	-0.2%	-3%	1%
O=C(C1CCN(Cc2cc(Cl)ccc2O)CC1)N1CCN(Cc2ccccc2)CC1	i	49	0.8	1060	81µM*	/	i	0.8	-8	7	2.8%	20%	2%
O=C(Nc1ccc(OC(F)F)c(Cl)c1)c1cccc(OC(F)F)c1	i	9	-4.3	1016	-9%	?	i	15	-19	-6	9.2%	8%	-2%
CN(C[C@H](Cc1ccccc1)N(C[C@@H](Cc1cccc2ccccc12)N(CCc1ccccc1)N=O)N=O)N=O	i	36	0.2	1154	7%	-0.8%	i	2.0	-5	13	14%	-1%	6%
O=C1c2ccccc2NC2(CCCC2)N1NS(=O)(=O)c1ccccc1	i	64	-1.7	1165	/	-0.3%	i	0.2	5	-10	1.2%	-2%	0%
COc1ccc(C)cc1S(=O)(=O)Nc1cc2c3c(c1)CC(=O)N3CCC2	i	56	/	/	4%	/	i	1.2	/	/	2.1%	-2%	6%
COc1ccc(S(=O)(=O)N2CCC(C(=O)NCc3ccncc3)CC2)cc1Cl	i	11	/	/	3%	0.0%	i	3.6	/	/	2.2%	8%	-4%
C=CCn1c(SCC(C)=O)nc2scc(-c3ccco3)c2c1=O	i	52	/	/	20%	0.6%	i	0.8	/	/	0.6%	-1%	60µM*
O=Nc1ccc(NOC(=O)c2ccccc2Br)cc1	i	47	/	/	?	-1.0%	i	2.0	59*	28*	0.8%	-16%	30µM*

In another format: 2 of the compounds above
Compound | T cell modulator | T cell modulator vesicle-bound % | b-catenin transl | b-catenin transl cell count 5 µM | MgcRacGAP inhibition | West Nile antiviral | Myeloid diff MLP | Myeloid diff MLP GFP+ MAC1+ % | WT yeast gro inh | WT yeast gro inh mutant strain | RSV antiviral HEp-2 | Salmonella PhoP GFP | Large T inhibition
Cc1cc2[nH]c(=O)c(=O)[nH]c2cc1S(=O)(=O)N1CCC(C)CC1 | i | 25 | / | / | 4% | 0.1% | i | 0.7 | / | / | 1.6% | / | /
CCOC(=O)c1c(NC(=O)CN2C(=O)NC3(CCCCC3)C2=O)sc(C)c1-c1ccc(C)cc1 | i | 35 | -0.5 | 1055 | -6% | -0.3% | i | 1.1 | -8 | 3 | 3.4% | -5% | 14%

Following part.
SMILES	T cell modulator	T cell modulator vesicle-bound %	b-catenin transl	b-catenin transl cell count 5 µM	MgcRacGAP inhibition	West Nile antiviral	Myeloid diff MLP	Myeloid diff MLP GFP+ MAC1+ %	WT yeast gro inh	WT yeast gro inh mutant strain	RSV antiviral HEp-2	Salmonella PhoP GFP	Large T inhibition
O=C(NC1CCCC1)c1ccc2nc(-c3ccco3)c(-c3ccco3)nc2c1	i	25	0.2	1364	25%	/	i	0.6	8	21	0.5%	1%	31%
COCCCNC(=O)COc1cc2c(c3oc(=O)c(C)c(C)c13)CCC(C)(C)O2	i	33	/	/	8%	-0.4%	i	0.6	/	/	1.6%	9%	4%
Cc1ccc(S(=O)(=O)N(CC(=O)Nc2cccc([N+](=O)[O-])c2)Cc2ccc(Cl)cc2)cc1	i	44	-1.1	813	3%	-1.6%	i	0.3	27	-15	0.6%	4%	8%
S=C(Nc1ccc(Cl)cc1Cl)N1CCN(c2ccccn2)CC1	i	66	/	/	8%	-0.3%	i	0.2	/	/	0.0%	-6%	6%
CC(=O)OC(C(=O)NC1CCCCC1)c1ccccc1 (centres undefined)	i	35	-4.9	870	3%	0.6%	i	0.7	-4	-4	1.3%	0%	8%
CC(C)(C)OC(=O)CNC(=O)c1nc[nH]c1C(=O)N1CCN(c2ccccc2)CC1	i	5	/	/	7%	-0.4%	i	3.2	/	/	0.5%	-10%	2%
COCC(C)n1c(C)cc(C(=O)CSc2ccc(NC(C)=O)cc2)c1C (centres undefined)	i	52	-1.3	1221	12%	0.1%	i	0.4	-15	-26	0.9%	-5%	6%
CSc1nnc(-c2cc(Br)ccc2N=Cc2c(C)[nH]n(-c3ccccc3)c2=O)c(=O)[nH]1	i	46	2.8	958	12%	0.1%	i	0.4	-3	17	-0.6%	-11%	15%
CCN(Cc1ccccc1)C(=O)c1ccc(Cl)cc1[N+](=O)[O-]	i	3	3.1	1099	1%	-0.9%	i	0.7	3	-16	0.3%	14%	6%
O=C(NCc1ccco1)c1nn2c(C(F)(F)F)cc(-c3cccs3)nc2c1Br	i	42	4.6	933	23%	0.7%	i	1.0	-9	-19	6.0%	-9%	33%
Cc1ccc(C2C(C#N)=C(N)N(c3cccnc3)C3=C2C(=O)CCC3)c(C)c1 (centres undefined)	i	34	1.0	1574	1%	-0.9%	i	0.6	-41	4	-1.5%	8%	5%
COc1ccccc1CNC(=O)C1CCC(=O)N(CCCN2CCCC2=O)C1 (centres undefined)	i	6	/	/	-6%	-0.2%	i	0.6	/	/	1.4%	-11%	10%
COCC(=O)Nc1ccc(Nc2ccccc2)cc1	i	49	/	/	15%	-0.3%	i	2.5	-7	-18	1.6%	15%	35%
CCCC(c1nnnn1Cc1ccco1)N1CCN(c2ccccc2)CC1 (centres undefined)	i	32	0.6	963	6%	-1.1%	i	0.3	3	-10	1.2%	3%	24%
CCCNC(=O)COC(=O)c1cccnc1Nc1ccccc1F	i	41	1.3	1007	4%	-0.1%	i	0.5	-9	-8	4.1%	-13%	8%
CCn1c(SCC(=O)N/N=C/c2cc(OC)c(O)c(OC)c2)nc2ccccc21	i	43	0.7	1073	12%	-0.5%	i	0.8	10	13	3.4%	18%	-7%
COCC(=O)NC1CCN(C(=O)Nc2ccc(Br)cc2)CC1	i	53	6.0	1089	6%	0.6%	i	1.9	1	4	1.6%	-3%	-1%
CCOC(=O)c1cc(C)n(-c2ccccc2)c1C	i	39	-2.4	1132	5%	0.3%	i	0.2	/	/	/	-5%	5%
O=C(NC(Cc1c[nH]c2ccccc12)C(=O)O)/C(=C/c1ccc(F)cc1)NC(=O)c1ccccc1 (centres undefined)	i	38	0.7	1266	9%	3.4%	i	0.3	/	/	-0.3%	/	16%
Nc1nc(NCC2CCCO2)nc(Nc2ccc(Cl)cc2)c1[N+](=O)[O-] (centres undefined)	i	49	0.4	1268	9%	0.2%	i	0.4	/	/	0.7%	-14%	11%
Cn1cnnc1SCC(=O)Nc1cccc(S(=O)(=O)N2CCOCC2)c1	i	30	-0.6	1103	6%	-0.2%	i	0.6	12	-5	-0.9%	2%	9%
COc1ccc(CCC(=O)OCC(=O)N2CCN(S(=O)(=O)c3ccc(C)cc3C)CC2)cc1	i	24	/	/	5%	/	i	0.1	/	/	0.5%	/	/
COc1ccccc1NC(=O)CN1CCCCCC1	i	15	/	/	10%	-0.1%	i	3.1	/	/	1.2%	0%	17%
CC(C)(C)NC(=S)N1CCC(C(=O)c2ccc(Cl)cc2)CC1	i	10	/	/	0%	-0.8%	i	0.2	/	/	-0.6%	0%	10%
